CHRM1 PAM – human CHRM1 positive allosteric modulation; activation, % at 3 µM; AID 588819; CHO-K1 hM1, Fluo-8 calcium fluorescence, ACh EC20; 0% = ACh EC20, 100% = maximal ACh; P11229; 360,000 compounds, 0.088% hits; in the data active means activation above about 19%, passing the limit was not always enough
Target sequence (P11229 whole entry, looked up): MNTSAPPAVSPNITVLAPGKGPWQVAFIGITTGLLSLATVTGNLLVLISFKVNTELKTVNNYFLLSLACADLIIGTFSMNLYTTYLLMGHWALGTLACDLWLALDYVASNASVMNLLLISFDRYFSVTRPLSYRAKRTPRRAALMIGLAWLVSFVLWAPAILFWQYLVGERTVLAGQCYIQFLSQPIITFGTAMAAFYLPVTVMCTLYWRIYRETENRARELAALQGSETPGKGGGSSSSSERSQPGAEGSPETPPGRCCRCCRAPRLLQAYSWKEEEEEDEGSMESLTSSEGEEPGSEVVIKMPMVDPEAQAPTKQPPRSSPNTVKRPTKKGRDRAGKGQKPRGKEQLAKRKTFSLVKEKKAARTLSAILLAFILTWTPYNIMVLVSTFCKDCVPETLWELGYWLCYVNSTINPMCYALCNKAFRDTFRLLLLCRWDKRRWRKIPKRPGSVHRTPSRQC
M4 ag – CHRM4 agonism in calcium assay; CHO-K1 hM4/Gqi5, Fluo-8 calcium fluorescence; vehicle 0%, full acetylcholine response 100%; activation, % at 3 µM; 360,000 compounds, 0.14% hits;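 active means activation above the run mean over all test wells plus 3 SD, cut at about 32% in these data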;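 further: peak over basal fluorescence ratio per well then scaled between controls; 0% = DMSO wells and 100% = acetylcholine at EC100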
Target sequence (P08173 whole entry, looked up): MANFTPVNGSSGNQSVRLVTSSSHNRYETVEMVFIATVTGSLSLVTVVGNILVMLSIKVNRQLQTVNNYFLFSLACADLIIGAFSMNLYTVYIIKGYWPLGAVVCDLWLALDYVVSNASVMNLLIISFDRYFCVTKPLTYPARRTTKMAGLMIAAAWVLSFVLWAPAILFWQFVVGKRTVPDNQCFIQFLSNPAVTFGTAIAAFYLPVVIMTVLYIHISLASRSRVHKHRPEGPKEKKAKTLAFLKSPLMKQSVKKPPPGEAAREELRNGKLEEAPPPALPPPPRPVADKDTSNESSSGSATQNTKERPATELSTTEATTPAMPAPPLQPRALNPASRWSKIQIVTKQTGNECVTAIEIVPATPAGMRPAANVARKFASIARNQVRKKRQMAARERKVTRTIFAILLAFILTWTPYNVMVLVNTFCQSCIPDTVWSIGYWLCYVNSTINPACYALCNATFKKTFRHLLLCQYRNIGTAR
OXTR potentiator – potentiators of human oxytocin receptor; P30559; CHO-OTR cells, Fluo-8 calcium fluorescence, potentiator mode; 0% = oxytocin EC15, 100% = EC100; activation, % at 3 µM; 320,000 compounds, 0.061% hits;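 active means activation above that plate's cutoff, the mean activation of tested compounds plus 3 SD, cut at about 6.6% in these data, passing the limit was not always enough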;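 further: 100% uses oxytocin at 75 nM as the full agonist control; some results filed as inactive read as strong as hits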
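Assay system: CHO cell line stably expressing human OTR. Reagent: EC15 oxytocin agonist. Dosing: single dose, 3.0 µM nominal final compound concentration. Timing: compound 6 min at room temperature before oxytocin, 100 s read. Signal: kinetic Fluo-8 calcium fluorescence. Controls: oxytocin EC15 low and EC100 high.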
M4 antag – antagonists of human muscarinic M4 receptor (CHRM4). CHO-hM4 cells, ACh EC80, Fluo-8 calcium fluorescence. inhibition, % at 3 µM. 360,000 compounds, 0.73% hits;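 active means inhibition above its plate's cutoff, the mean inhibition of sample wells plus 3 SD, cut at about 27% in these data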;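 further: 0% = acetylcholine EC80 with DMSO and 100% = DMSO without agonist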
CHRM1 agonist – activates human CHRM1 receptor; CHO-K1 hM1, Fluo-8 calcium fluorescence, agonist mode; 0% DMSO, 100% acetylcholine EC100; 360,000 compounds, 0.33% hits; activation, % at 3 µM;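 active means activation above the run's mean compound activation plus 3 SD, cut at about 16% in these data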;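 further: peak over basal fluorescence ratio within a 140 s kinetic read after compound addition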
CHO-K1 Ca ag – M1 agonist counterscreen hit in parental CHO-K1 cells. Fluo-8 calcium fluorescence; scaled to maximal ATP response, vehicle zero. activation, % at 3 µM. AID 602248. 360,000 compounds, 0.48% hits; in the data active means activation above about 15%;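 further: untransfected CHO-K1 host cells lacking M1 receptor as counterscreen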
CHO-K1 Ca antag – nonselective inhibitor or artifact in parental CHO-K1 cells; 360,000 compounds, 0.6% hits; ATP-induced calcium, Fluo-8 fluorescence; AID 602250; inhibition, % at 3 µM;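 active means inhibition above a per-plate cutoff, the plate's mean sample inhibition plus 3 SD, cut at about 24% in these data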;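 further: 0% = DMSO plus EC80 ATP and 100% = DMSO alone without ATP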
CHO parental Ca – counter-screen for OX1R antagonists: effect in parental CHO cells; parental CHO-K1, ATP-induced calcium, Fluo-8 fluorescence; inhibition, % at 5.6 µM; 330,000 compounds, 0.63% hits; AID 463079;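 active means inhibition above that plate's mean sample inhibition plus 3 SD, cut at about 26% in these data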;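 further: 0% = ATP-challenged DMSO wells and 100% = DMSO wells without ATP; some compounds past the cut are filed as inactive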
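Assay system: untransfected parental CHO cell line. Also added: ATP agonist challenge. Dosing: one dose, 5.6 µM nominal. Measured by: Fluo-8 fluorescence. Read-out: % inhibition. Benchmarks: ATP wells versus no-ATP DMSO wells. Repeats: no replicates.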
M1 antag – blocks human M1 muscarinic receptor; P11229; CHO-K1 hM1, Fluo-8 calcium fluorescence, ACh EC80 antagonist; inhibition, % at 3 µM; 360,000 compounds, 1.3% hits;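 active means percent inhibition above its own plate's cutoff, namely the mean of that plate's compound wells plus 3 SD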;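 further: peak over basal fluorescence ratio during 140 s after agonist addition; 0% = ACh EC80 plus DMSO and 100% = DMSO alone without agonist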
Numbers without * were called inactive; · = not tested or not shown. Rows are unselected (roughly 2.9% active in at least one column).

SMILES | CHRM1 PAM | M4 ag | OXTR potentiator | M4 antag | CHRM1 agonist | CHO-K1 Ca ag | CHO-K1 Ca antag | CHO parental Ca | M1 antag
Cc1ccccc1S(=O)(=O)N1CC(C(=O)O)=CC[C@H]1c1ccc(Cl)cc1 | 9 | 1 | -7 | 0 | -9 | 0.5 | -11 | -4 | -11
CNc1nc(SC(C)C(=O)Nc2ccc(Cl)c(Cl)c2)nc(N2CCOCC2)n1 (stereo not drawn) | 3 | 4 | -4 | 3 | 0 | 0.5 | -11 | 5 | 5
CCCc1c(C(=O)N/N=C/c2ccccc2OCc2ccc(F)cc2)nnn1-c1nonc1N | -1 | 1 | -8 | -9 | -3 | 0.3 | -2 | 0 | 4
Cc1cc(Cc2cc(C)c(O)c(CO)c2)cc(CO)c1O | 5 | 3 | · | -6 | 3 | 2.1 | -7 | · | -10
CCCN1C(=O)c2cc(C(=O)NCCc3cccc(C)c3)ccc2C1O (stereo not drawn) | -3 | 2 | -5 | -13 | -4 | 0.5 | 3 | -7 | 0
O=C1C=C(c2ccc(-c3ccccc3)cc2)C[C@@H](c2ccc(Cl)cc2)C1 | 0 | 1 | -4 | 0 | -3 | 0.0 | -1 | -2 | 5
CCNC(=S)NNC(=O)c1ccc(OC(F)F)cc1 | -3 | 1 | -2 | -6 | -2 | 0.8 | -12 | 2 | 7
N/C(=N\OC(=O)c1cccc(Br)c1)c1ccc([N+](=O)[O-])cc1 | 6 | 1 | -6 | 2 | -5 | 0.0 | -1 | -5 | -7
CCC(C)(C)n1nnnc1CN1CCN(c2nc3cc(OC)ccc3cc2C#N)CC1 | -7 | 9 | -17 | -2 | -4 | 5.6 | -2 | -9 | 17
Cc1ccc(CS(=O)(=O)Cc2ccc(C(=O)NCCCN3CCOCC3)o2)cc1 | 6 | 2 | -1 | -19 | -4 | 0.6 | -19 | -8 | -25
COc1cc(C(=O)Nc2nc3ccc(S(C)(=O)=O)cc3s2)cc(OC)c1C | 0 | 8 | -13 | -22 | -4 | 2.8 | -13 | -32 | -3
O=C(CN1C(=O)CCC1=O)Nc1nc(-c2ccc(Oc3ccccc3)cc2)cs1 | 4 | 5 | -8 | 4 | -4 | 2.9 | -8 | -17 | 0
CC(C)(C)NC(=O)C(c1ccco1)N(C(=O)Cn1nnc(-c2ccc(F)cc2)n1)c1ccccc1F (stereo not drawn) | -5 | 8 | -10 | 6 | -5 | 3.0 | -1 | -21 | 14
CCN(CC)CC(O)CCCCCCCCC(=O)OC (stereo not drawn) | 0 | 1 | 1 | 6 | -9 | 0.5 | -6 | -2 | 3
CC(Sc1nnc(N)s1)C(=O)Nc1ccc2c(c1)OCCO2 (stereo not drawn) | 16 | 0 | 6 | 2 | 8 | 0.3 | 6 | -14 | -6
O=C(Nc1ccc(F)cc1F)C1CCCN(c2ncnc3c2nc2n3CCCCC2)C1 (stereo not drawn) | 2 | 3 | -19 | -11 | -2 | 3.1 | -22 | -21 | 1
CCCCn1c(N)c(N(Cc2ccccc2OC)C(=O)COc2ccc(F)cc2Cl)c(=O)[nH]c1=O | 7 | 1 | -5 | -4 | -1 | 0.5 | -16 | -14 | -9
O=C(c1c(F)cccc1F)N1CCN(S(=O)(=O)c2ccc3c(c2)OCCO3)CC1 | 11 | 6 | -1 | -4 | -1 | 1.6 | -7 | -20 | -9
CCCSc1ccc2nc(-c3ccccc3)cn2c1 | -11 | 0 | -2 | 6 | -11 | 1.1 | -12 | -17 | -1
CCCCCCC(=O)N(O)C1CC(=O)N(c2ccc(F)cc2)C1=O (stereo not drawn) | 0 | 1 | -14 | 12 | -3 | 0.2 | 5 | -11 | 8
COc1ccc(N2CCN(C(=O)C3CCN(S(=O)(=O)c4ccc(F)cc4)CC3)CC2)cc1 | -1 | 4 | -13 | 2 | -4 | 1.0 | 2 | -27 | 2
CC(C)(C)S(=O)c1cccs1 (stereo not drawn) | 7 | 2 | -9 | 1 | -1 | 0.3 | -25 | 3 | -36
Cc1cccc(C(=O)NNC(=O)c2ccco2)c1O | 0 | 1 | 2 | -4 | 0 | 0.5 | -13 | -11 | 8
CC(C)NC(=O)C1CCN(C2CCN(C(=O)c3ccc4cccc(F)c4n3)CC2)CC1 | 10 | 1 | 2 | 6 | -2 | 0.2 | 3 | -5 | -18

Taken from the results shown for reference:
SMILES | CHRM1 PAM | M4 ag | OXTR potentiator | M4 antag | CHRM1 agonist | CHO-K1 Ca ag | CHO-K1 Ca antag | CHO parental Ca | M1 antag
COc1cc(C(=O)Nc2nc3ccc(S(C)(=O)=O)cc3s2)cc(OC)c1C | 0 | 8 | -13 | -22 | -4 | 2.8 | -13 | -32 | -3
O=C(CN1C(=O)CCC1=O)Nc1nc(-c2ccc(Oc3ccccc3)cc2)cs1 | 4 | 5 | -8 | 4 | -4 | 2.9 | -8 | -17 | 0
CC(C)(C)NC(=O)C(c1ccco1)N(C(=O)Cn1nnc(-c2ccc(F)cc2)n1)c1ccccc1F (stereo not drawn) | -5 | 8 | -10 | 6 | -5 | 3.0 | -1 | -21 | 14
CCN(CC)CC(O)CCCCCCCCC(=O)OC (stereo not drawn) | 0 | 1 | 1 | 6 | -9 | 0.5 | -6 | -2 | 3
CC(Sc1nnc(N)s1)C(=O)Nc1ccc2c(c1)OCCO2 (stereo not drawn) | 16 | 0 | 6 | 2 | 8 | 0.3 | 6 | -14 | -6
O=C(Nc1ccc(F)cc1F)C1CCCN(c2ncnc3c2nc2n3CCCCC2)C1 (stereo not drawn) | 2 | 3 | -19 | -11 | -2 | 3.1 | -22 | -21 | 1
CCCCn1c(N)c(N(Cc2ccccc2OC)C(=O)COc2ccc(F)cc2Cl)c(=O)[nH]c1=O | 7 | 1 | -5 | -4 | -1 | 0.5 | -16 | -14 | -9
O=C(c1c(F)cccc1F)N1CCN(S(=O)(=O)c2ccc3c(c2)OCCO3)CC1 | 11 | 6 | -1 | -4 | -1 | 1.6 | -7 | -20 | -9
CCCSc1ccc2nc(-c3ccccc3)cn2c1 | -11 | 0 | -2 | 6 | -11 | 1.1 | -12 | -17 | -1
CCCCCCC(=O)N(O)C1CC(=O)N(c2ccc(F)cc2)C1=O (stereo not drawn) | 0 | 1 | -14 | 12 | -3 | 0.2 | 5 | -11 | 8
COc1ccc(N2CCN(C(=O)C3CCN(S(=O)(=O)c4ccc(F)cc4)CC3)CC2)cc1 | -1 | 4 | -13 | 2 | -4 | 1.0 | 2 | -27 | 2

Further structures.
SMILES | CHRM1 PAM | M4 ag | OXTR potentiator | M4 antag | CHRM1 agonist | CHO-K1 Ca ag | CHO-K1 Ca antag | CHO parental Ca | M1 antag
COc1cc(C(=O)CSc2nncn2C)cc(OC)c1OC | 3 | 1 | -6 | 0 | -2 | 0.3 | -8 | -25 | 4
CC1CCN(CCCNC(=O)c2ccc3c(Cl)c4c(nc3c2)CCCC4)CC1 | -7 | 0 | -5 | -13 | -7 | 0.3 | -18 | -15 | 16
Cc1ccccc1NS(=O)(=O)c1cc(C(=O)NCCSC2CCCCC2)ccc1C | -8 | 6 | -8 | 11 | -9 | 3.0 | -22 | -6 | 2
NC(=O)c1ccc(NC(=O)COC(=O)CCCOc2ccccc2)cc1 | -1 | 1 | · | 10 | -1 | 0.0 | -3 | · | 6
Cc1ccc2oc(Nc3nc(C)c(C)c(C)n3)nc2c1 | 7 | 1 | -2 | -6 | -3 | 0.8 | -6 | 6 | -8
O=C(CNC(=O)c1ccc2c(c1)OCO2)N/N=C(Br)/C=C/c1ccccc1 | 3 | 0 | -12 | -5 | -4 | -0.1 | -13 | -10 | -9
CCCCc1nnc(NC(=O)CCS(=O)(=O)Cc2ccccc2)s1 | 3 | 0 | -5 | -8 | -2 | 0.4 | 2 | -16 | 0
CC(=O)Nc1cccc(-c2csc(N)n2)c1 | -2 | 1 | -6 | 4 | -6 | -0.1 | 6 | 7 | 4
CCc1ccc(OCC(=O)N(Cc2cccs2)C2CCS(=O)(=O)C2)cc1 (stereo not drawn) | -16 | 22 | -7 | -4 | 0 | 6.3 | 15 | -14 | 27
CC1CC(C)(C)CC2(C1)NC(=O)N(CC(=O)N(Cc1ccccc1)c1ccccc1)C2=O (stereo not drawn) | 3 | 3 | -10 | -13 | -2 | 0.2 | -14 | -26 | -19
CC(=O)Nc1ccc(NC(=O)CSc2ccc(-c3ccco3)nn2)cc1 | 9 | 2 | -3 | -8 | -4 | 0.1 | -15 | -6 | -3
CCOC(=O)Cc1csc2nc(-c3ccccc3)nn12 | 13 | 1 | 0 | -4 | -1 | -0.2 | -9 | -21 | -1
Cc1cccc(OCC(=O)N/N=C/c2ccc3c(c2)OCO3)c1 | 12 | 1 | -6 | -14 | -3 | 3.0 | -16 | 5 | -7
Cc1onc(-c2ccccc2Cl)c1C(=O)N1CCN=C1SCc1cccnc1 | 4 | 1 | -9 | 7 | -5 | -0.3 | 4 | -6 | -3
CSc1ccc(Cn2c(C)c(C(=O)NCc3cccc(C(F)(F)F)c3)sc2=O)cc1 | 0 | 5 | · | 3 | -5 | 3.1 | -14 | · | -1
Cn1c(COc2ccc(Br)cc2)nnc1SC1CCc2ccccc2C1=O (stereo not drawn) | -3 | 2 | -8 | 5 | -7 | 2.0 | 1 | -27 | -7
Oc1c(C=C2N=c3ccccc3=N2)sc(=S)n1-c1ccccc1 | 8 | 1 | 0 | -2 | -3 | 0.4 | 4 | 1 | -8
N#CC(C(=O)O)=C1CCCC1 | 11 | 2 | -2 | -1 | -2 | -0.1 | -12 | -4 | -17
Cc1nc2ccccc2n1C1CC(=O)N(Cc2ccccc2)C1=O (stereo not drawn) | -7 | 12 | -11 | -1 | 1 | 3.2 | 23 | 26 | 15
COc1ccc(N2C(=O)CC(N3CCN(c4ccc(Cl)cc4)CC3)C2=O)cc1 (stereo not drawn) | 2 | 1 | -7 | -2 | 0 | 0.4 | 6 | -6 | 1
COC(=O)C(C)NC(=O)c1cn(-c2ccccc2OC)c(=O)c2ccccc12 (stereo not drawn) | -2 | 0 | -14 | 13 | -2 | 0.3 | -13 | 0 | -3
CCOc1ccc(C2N(c3ccc(F)cc3)C(=O)C3CCCN32)cc1OC (stereo not drawn) | 11 | 0 | -8 | -5 | -8 | 0.3 | -7 | -12 | -17
COc1ccc(CNC(=O)[C@@H](NC(=O)C2CCN(C(=O)[C@@H](N)CC(C)C)CC2)C(C)C)cc1 | 2 | 0 | 0 | -7 | -3 | 0.0 | 12 | -2 | -10
Cc1cccc(C(=O)N2CCCC(c3nc(-c4ccc(F)cc4)no3)C2)c1 (stereo not drawn) | 4 | 4 | · | -5 | 4 | 6.1 | 5 | · | -14
Cc1ccc(SCCC(=O)Nc2ccccc2C(=O)N2CCOCC2)cc1 | 1 | 1 | -6 | 0 | -5 | 1.3 | -5 | -1 | 4
COc1ccc(CCn2c(=N)c(C(=O)NC3CCCCC3)cc3c(=O)n4ccccc4nc32)cc1 | 7 | 10 | -5 | 7 | -4 | 2.7 | 2 | -16 | -6
COC(=O)c1cc(S(=O)(=O)NCc2ccc(F)cc2)cn1C | 2 | 1 | -7 | -15 | 1 | 0.9 | -13 | -10 | -13

Bioassay records (PubChem)
